Source: PubChem
Pf Dd2 growth = P. falciparum Dd2 growth inhibition | SYBR Green, 72 h; stronger effect = lower value | activity change, % at 10 µM | actives 2.3% (n = 94,000) | AID 1159554; in the data active means activity change below about -80%; inconclusive means no clear call, values can overlap the other calls
T cruzi growth = blocks T. cruzi growth in NIH3T3 culture | T. cruzi beta-gal in NIH3T3, GalScreen luminescence, 90 h | inhibition, % at 8.34 µM | actives 5.9% (n = 77,000) | AID 624255;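 active means mean inhibition above about 93%, with at least 55% of replicates each passing it, limit read from the data, passing the limit was not always enough; inconclusive means only one of those two conditions holds; inactive means neither condition holds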
C diff HTS = blocks growth of Clostridium difficile; Clostridium difficile clinical isolate growth, OD600, 24 h; stronger effect = lower value; growth activity, negative = inhibition, % at 16 µg/mL (by protocol); actives 0.25% (n = 86,000);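 active means mean growth activity at or below -80% and every replicate also at or below -80%; inconclusive means mean at or below -80% but some replicate above -80%; inactive means mean growth activity above -80%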;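 further: 0% = DMSO wells and -100% = levofloxacin 16 µg/mL wells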
KDM4C inh = blocks human GASC-1 (KDM4C) demethylase activity; Q9H3R0; GST-KDM4C 2-372, H3K9me3 peptide, LANCE TR-FRET; inhibition, % at 12.5 µM; actives 0.15% (n = 96,000); AID 720574;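 active means mean replicate inhibition above about 25%, with at least 55% of replicates also reaching it, limit read from the data, passing the limit was not always enough; inconclusive means only one of those two conditions met; inactive means neither condition met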
Target sequence (Q9H3R0 2-372 limits assumed): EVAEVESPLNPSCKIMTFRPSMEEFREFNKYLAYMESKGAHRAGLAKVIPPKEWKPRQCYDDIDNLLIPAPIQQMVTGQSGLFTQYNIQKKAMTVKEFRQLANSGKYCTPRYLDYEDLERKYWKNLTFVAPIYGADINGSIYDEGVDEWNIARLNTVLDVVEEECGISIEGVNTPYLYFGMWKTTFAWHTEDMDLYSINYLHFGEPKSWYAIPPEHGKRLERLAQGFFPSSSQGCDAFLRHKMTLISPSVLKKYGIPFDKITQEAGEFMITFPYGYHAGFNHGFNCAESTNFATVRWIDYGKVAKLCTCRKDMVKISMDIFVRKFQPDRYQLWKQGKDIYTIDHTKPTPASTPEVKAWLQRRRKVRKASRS
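material = GST-tagged GASC-1 (JMJD2C) catalytic fragment, aa 2-372 | amount = enzyme final amount 10 nM | medium = HEPES buffer, pH 7.5, plus ascorbate | also added = H3K9me3 peptide substrate, Fe(II), 2-oxoglutarate | dosing = single dose | times = 30 min demethylation and 1 h detection at room temperature | detection = LANCE TR-FRET | read-out basis = Fall in 671/618 emission ratio as inhibition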
* hit, by the source's call; ? = inconclusive; nt = no result given; & = joins results of further samples.

Below each compound: KDM4C inh	C diff HTS	Pf Dd2 growth	T cruzi growth
1	CS(=O)(=O)N1[C@H](C#N)[C@@H](c2ccccc2)[C@@H]1CO
  0.2	-9	25	5
2	O=C(NCCCN1CCOCC1)[C@@H]1[C@@H](CO)[C@@H]2Cn3c(ccc(C4=CCCCC4)c3=O)[C@H]1N2
  0.1	8	nt	56
3	C[C@H](CO)N1C[C@H](C)[C@@H](CN(C)CC2CCCCC2)OCCCC[C@H](C)Oc2ccc(NS(C)(=O)=O)cc2C1=O
  1.2	6	11	19
4	COCC(=O)N1CC2(C1)[C@@H](c1ccc(-c3cccc(F)c3)cc1)[C@@H](CO)N2C(=O)COC
  -1.7	0	14	nt
5	C[C@H](CO)N1C[C@H](C)[C@H](CN(C)Cc2ccncc2)Oc2ncc(Br)cc2C1=O
  0.6	-2&-3	55&53	5&7
6	Cc1noc(C)c1NC(=O)N(C)C[C@H]1Oc2c(NC(=O)c3cnccn3)cccc2C(=O)N([C@@H](C)CO)C[C@@H]1C
  12	-4	-7	80
7	C[C@@H]1CN([C@@H](C)CO)C(=O)c2cccc(NC(=O)CCCCCC(=O)Nc3ccccc3N)c2O[C@H]1CN(C)S(=O)(=O)c1cn(C)cn1
  1.1	-8	36	nt
8	CCCNC(=O)N1C[C@@H]2[C@H](c3ccccc31)[C@H](CO)N2Cc1ccccc1F
  0.4	4	-7	-11
9	O=C(C1CCC1)N1CC2(C1)[C@H](c1ccccc1)[C@H](CO)N2Cc1nccs1
  -0.4	10	-10	nt
10	CN(C)C(=O)[C@@H]1[C@@H](CO)[C@@H]2Cn3c(ccc(C4=CCCCC4)c3=O)[C@@H]2N1Cc1ccc2c(c1)OCO2
  2.0	2	-10	78
11	C[C@@H]1CCCCO[C@@H](CN(C)S(=O)(=O)c2ccc(F)cc2)[C@@H](C)CN([C@H](C)CO)C(=O)c2cc(N(C)C)ccc2O1
  8.3	0	-8&-52	56&95
12	C[C@H](CO)N1C[C@H](C)[C@@H](CN(C)CC2CC2)OCCCC[C@H](C)Oc2ccc(NC(=O)c3ccncc3)cc2C1=O
  -1.1	-1	nt	19
13	C[C@@H]1CN([C@H](C)CO)C(=O)c2cc(C#Cc3ccccn3)cnc2O[C@@H]1CN(C)Cc1ccncc1
  -1.0	1	22	46
14	C[C@@H]1CN([C@@H](C)CO)C(=O)c2cc(NS(=O)(=O)c3ccccc3)ccc2O[C@@H]1CN(C)S(=O)(=O)c1ccccc1
  -0.5	-3	-3	19
15	CCC(=O)N1CC2(CCN(C(=O)Nc3ccccc3F)CC2)c2c([nH]c3cc(OC)ccc23)[C@@H]1CO
  -0.1	-1	-85*	nt
16	CN(C)C(=O)c1ccc(-c2ccc([C@H]3[C@@H](CO)N4CCCCN(CCC(F)(F)F)C[C@H]34)cc2)cc1
  -0.4	2	-24	101*
17	C[C@@H]1CCCCO[C@H](CN(C)Cc2ccccc2)[C@@H](C)CN([C@H](C)CO)C(=O)c2cc(NC(=O)Cc3ccccc3)ccc2O1
  -0.3	-1	-22	46
18	C[C@@H]1CN([C@H](C)CO)C(=O)Cc2cc(NC(=O)Nc3ccccc3)ccc2O[C@H]1CN(C)CC1CCCCC1
  -1.8	-5	-5	nt
19	COc1ccc2c3c([nH]c2c1)[C@@H](CO)N(CC1CC1)CC31CN(C(=O)NC2CCCC2)C1
  -0.7	16	-59	nt
20	C/C=C/c1ccc([C@@H]2[C@@H](CO)N(C(C)=O)[C@@H]2CNC(=O)c2ccccc2)cc1
  -3.0	4	18	65
21	CO[C@@H]1CN(C)C(=O)c2cc(NC(=O)Nc3ccc(F)cc3)ccc2OC[C@H](C)NC[C@@H]1C
  -0.2	1	-1	-34
22	C[C@H]1CN([C@@H](C)CO)C(=O)CCCn2nncc2CO[C@@H]1CN(C)C(=O)Nc1cccc(F)c1
  3.4	nt	-5	-23
23	CN(C)CCCNC(=O)C[C@@H]1CC[C@H]2[C@@H](COC[C@@H](O)CN2CC2CCCC2)O1
  0.0	8&3	nt	80
24	C[C@@H]1CCCCO[C@@H](CN(C)Cc2ccc(Cl)c(Cl)c2)[C@@H](C)CN([C@H](C)CO)C(=O)c2cc(NC(=O)CCC(F)(F)F)ccc2O1
  nt	10	-20	?
25	C[C@@H]1CCCCO[C@H](CN(C)C(=O)NC2CCCCC2)[C@@H](C)CN([C@H](C)CO)C(=O)c2cc(NC(=O)NC3CCCCC3)ccc2O1
  0.2	16	-14	-1
26	COc1ccc2c3c([nH]c2c1)[C@H](CO)N(Cc1ccccc1)CC31CCN(C(=O)Nc2cccc(F)c2)CC1
  -1.3	26	-68	nt
27	COCC(=O)N1[C@H](CO)[C@H](c2ccc(-c3cccc(F)c3)cc2)[C@@H]1C#N
  -3.3	3	19	-5
28	COc1ccccc1NC(=O)N[C@@H]1CC[C@H](CCn2cc(C3(O)CCCC3)nn2)O[C@@H]1CO
  0.0	nt	-31	109*
29	C[C@H]1CN([C@@H](C)CO)C(=O)Cc2cc(NC(=O)Nc3ccc(C(F)(F)F)cc3)ccc2O[C@H]1CN(C)C(=O)Nc1ccc(F)cc1
  -0.9	10	21	10
30	COc1ccc(S(=O)(=O)N(C)C[C@@H]2OCCCC[C@H](C)Oc3ccc(NS(=O)(=O)c4ccccc4)cc3C(=O)N([C@H](C)CO)C[C@@H]2C)cc1
  0.7	-14	nt	67
31	COc1ccc(CN(C)C[C@H]2OCCCC[C@H](C)Oc3ccc(NC(=O)Nc4ccc(C(F)(F)F)cc4)cc3C(=O)N([C@H](C)CO)C[C@H]2C)cc1
  nt	-26	-69	48
32	O=C(Nc1ccc(Cl)cc1)N[C@@H]1CC[C@H](CCNC(=O)c2cc(Cl)cc(Cl)c2)O[C@@H]1CO
  -1.0	28	4	nt
33	C[C@@H]1CN([C@H](C)CO)C(=O)c2cc(NC(=O)Nc3ccc(F)cc3)ccc2O[C@@H](C)CCCCO[C@H]1CN(C)S(=O)(=O)c1ccc(Cl)cc1
  nt	-7	-73	88
34	O=C(NCC[C@H]1CC[C@@H](NS(=O)(=O)Cc2ccccc2)[C@@H](CO)O1)C1CCC1
  -1.0	nt	-2	-8
35	C[C@H]1CN([C@@H](C)CO)C(=O)c2c(c3ccccc3n2C)-c2ccccc2CO[C@@H]1CN(C)C(=O)[C@H]1CCCN1C
  0.7	11	-60	82
36	C[C@@H]1CN([C@H](C)CO)C(=O)c2ccccc2-c2ccccc2CO[C@H]1CN(C)S(=O)(=O)c1ccc([N+](=O)[O-])cc1
  -2.4	36	3	nt
37	Cc1noc(C)c1NC(=O)Nc1ccc2c(c1)C(=O)N([C@@H](C)CO)C[C@H](C)[C@@H](CN(C)Cc1ccc3c(c1)OCO3)OCCCC[C@@H](C)O2
  2.0	5	-27	5
38	CCCNC(=O)N1[C@H](CO)[C@H](c2ccccc2)C12CN(C(=O)CC1CC1)C2
  -0.9	-2	9	nt
39	Cc1noc(C)c1NC(=O)Nc1cccc2c1O[C@H](CN(C)Cc1ccc(C(=O)O)cc1)[C@H](C)CN([C@H](C)CO)C2=O
  14	-7	21	-68
40	C[C@@H]1CN([C@@H](C)CO)C(=O)c2cc(NS(=O)(=O)c3ccc(Cl)cc3)ccc2O[C@@H](C)CCCCO[C@H]1CN(C)S(=O)(=O)c1ccc(Cl)cc1
  -0.6	-2	-31	111*
41	C[C@H](CO)N1C[C@H](C)[C@@H](CN(C)C(=O)Nc2ccc(F)cc2)Oc2ccc(NC(=O)Nc3ccc(F)cc3)cc2CC1=O
  0.8	-1	-32	-26
42	COC(=O)C[C@@H]1CC[C@@H]2[C@@H](COc3ccc(NC(=O)NC(C)C)cc3C(=O)N2C)O1
  -0.3	-8	5	-14
43	CO[C@@H]1CN(C)C(=O)c2ccc(NC(=O)C3CC3)cc2OC[C@H](C)N(C(=O)c2ccncc2)C[C@H]1C
  5.4	1	32	4
44	CCC(=O)N(C)C[C@@H]1Oc2cc(-c3ccccc3C)ccc2S(=O)(=O)N([C@H](C)CO)C[C@@H]1C
  -0.5	5	16	8
45	CCC(=O)N1[C@H](C(=O)Nc2ccccc2)[C@@H](CO)[C@@H]2Cn3c(ccc(C4=CCCC4)c3=O)[C@@H]21
  19	-4	7	5
46	Cc1noc(C)c1NC(=O)N(C)C[C@H]1Oc2c(NC(=O)Nc3ccc(C(F)(F)F)cc3)cccc2C(=O)N([C@H](C)CO)C[C@H]1C
  nt	nt	-36	89
47	Cc1ccc(S(=O)(=O)Nc2cccc3c2O[C@@H](CN(C)Cc2ccc(Oc4ccccc4)cc2)[C@H](C)CN([C@@H](C)CO)C3=O)cc1
  -2.4	8	-54	47
48	CCC(=O)Nc1ccc2c(c1)C(=O)N(C)[C@H]1CC[C@H](CC(=O)NCC3CCCCC3)O[C@@H]1CO2
  0.8	-3	-6	15
49	C[C@@H]1CN([C@H](C)CO)C(=O)c2cc(C#Cc3cccnc3)cnc2O[C@H]1CN(C)C
  -1.7	-3	-7	10
50	COc1cccc(NC(=O)Nc2ccc3c(c2)C(=O)N(C)[C@H]2CC[C@H](CC(=O)O)O[C@@H]2CO3)c1
  1.5	2	-4	73

Remaining list, next part:
Below each compound: KDM4C inh	C diff HTS	Pf Dd2 growth	T cruzi growth
51	COc1ccccc1-c1cnc2c(c1)C(=O)N([C@H](C)CO)C[C@@H](C)[C@@H](CN(C)Cc1ccccc1)O2
  nt	5	20	92
52	C[C@H]1CCCCO[C@@H](CN(C)C(=O)Nc2ccc(F)cc2)[C@@H](C)CN([C@@H](C)CO)C(=O)c2cc(NS(=O)(=O)c3ccc(Cl)cc3)ccc2O1
  -0.3	nt	-52	nt
53	O=C(c1ccc2c(c1)OCO2)N1CC(=O)N2[C@H](CO)[C@@H](c3ccc(C#CCC4CCCC4)cc3)[C@@H]2C1
  -2.0	48	-1	nt
54	CCNC(=O)C[C@H]1CC[C@H]2[C@@H](COC[C@@H](O)CN2C(=O)C2CC2)O1
  1.4	6	3	17
55	C[C@@H]1CN([C@@H](C)CO)C(=O)c2cccc(NC(=O)Nc3ccc4c(c3)OCO4)c2O[C@@H]1CN(C)Cc1ccccc1
  3.5	7	-21	-77
56	C[C@H](CO)N1C[C@H](C)[C@@H](CN(C)CC2CCCCC2)Oc2ccc(NC(=O)CCCCCC(=O)Nc3ccccc3N)cc2C1=O
  0.4	-1	-58	nt
57	CNC[C@H]1OCCCC[C@H](C)Oc2ccc(NC(=O)c3ccccc3)cc2C(=O)N([C@H](C)CO)C[C@@H]1C
  1.3	-2	5	?
58	CN1CCN(C(=O)C[C@@H]2CC[C@@H]3[C@H](COC[C@@H](O)CN3CC3CCCCC3)O2)CC1
  0.3	nt	13	6
59	O=C(C[C@@H]1CC[C@@H](NC(=O)c2ccccn2)[C@H](CO)O1)NCc1cccc(F)c1
  -0.5	-1	12	50
60	C[C@@H]1CCCCO[C@H](CN(C)C(=O)Nc2ccc(F)cc2)[C@H](C)CN([C@@H](C)CO)C(=O)c2cc(NC(=O)c3ccncc3)ccc2O1
  -0.5	5	-49	38
61	O=C(C[C@@H]1CC[C@@H](NC(=O)c2ccc(F)cc2)[C@@H](CO)O1)NCCc1ccncc1
  -0.2	-2	17	-8
62	COc1ccc(S(=O)(=O)N[C@H]2C=C[C@H](CC(=O)O)O[C@H]2CO)cc1
  -0.2	8	28	nt
63	COC(=O)C[C@H]1CC[C@@H]2[C@H](COc3ccc(NC(=O)c4cc(F)cc(F)c4)cc3C(=O)N2C)O1
  0.6	-2	-17	-14
64	COCC#Cc1ccc([C@H]2[C@@H](CO)N3C(=O)CN(C(=O)C4CCCCC4)C[C@@H]23)cc1
  -0.6	13	13	nt
65	Cc1ccc(S(=O)(=O)N(C)C[C@@H]2Oc3c(NC(=O)c4ccncc4)cccc3C(=O)N([C@H](C)CO)C[C@@H]2C)cc1
  nt	0	6	-8
66	CCCN(C)C[C@@H]1Oc2cc(C#CC3CCCC3)ccc2S(=O)(=O)N([C@@H](C)CO)C[C@@H]1C
  -0.3	4	-79	99*
67	O=C(C[C@@H]1CC[C@@H]2[C@H](COC[C@H](O)CN2Cc2ccc(Oc3ccccc3)cc2)O1)Nc1nccs1
  -1.6	42&-9	-2	133*
68	O=C(C[C@H]1C[C@@H]2c3cc(NC(=O)Nc4ccc(C(F)(F)F)cc4)ccc3O[C@@H]2[C@H](CO)O1)NCC1CC1
  0.7	-2	-17	nt
